# From PubChem BioAssay
# N-glyco inh = N-linked glycosylation inhibition; hit rate 0.23% among 360,000; reporter increase, % at 12.5 µM; D54 ERlucT glycosylation luciferase reporter, 24 h; percent of 100 nM tunicamycin response;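 active = mean luciferase reporter signal, scaled so untreated is 0 and the glycosylation-blocking control 100, at or above a set limit in every replicate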;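 note: luciferase carries N-glycosylation sites so blocking glycosylation raises the light; 0% = median of neutral control wells and 100% = median of 100 nM tunicamycin wells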
# TLR9-MyD88 inh = TLR9-MyD88 interaction inhibition. inhibition, % at 4.98 µM. CHO BLA complementation TLR9-MyD88, CCF4 FRET ratio. Q9NR96+Q99836. hit rate 0.21% among 340,000;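 active = inhibition above the mean over all tested compounds plus 3 SD, cut at about 21% in these data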;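 note: 0% = DMSO only wells and 100% = clavulanate BLA inhibitor control wells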
# H9c2 protect = modulators protecting cardiomyocytes from myocardial damage; H9c2 cardiomyocytes, H2O2 injury protection, ATPLite, 2 h; protection from H2O2 cell death, % at 20 µM; hit rate 0.63% among 360,000;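 active = compounds giving at least 50% protection of heart cells from peroxide-induced death in the single-dose screen, raw or plate-pattern-corrected value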;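 note: 0% = DMSO wells with peroxide and 100% = DMSO wells without peroxide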
# ABHD5-PLIN5 inh = blocks binding of human ABHD5 to perilipin-5 | Q00G26+Q8WTS1 | Split G. princeps luciferase complementation, luminescence, 4 h | inhibition, % at 4 µM | hit rate 0.78% among 360,000 | AID 602281;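 active = inhibition above the mean inhibition across every tested compound plus 3 SD, cut at about 22% in these data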;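 note: 0% = DMSO only wells and the 100% control is not disclosed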
# ABCB6 inh MLPCN = blocks the human ABCB6 transporter. fluorescence ratio to DMSO, % at 10 µM. hit rate 0.19% among 360,000. Q9NP58. K562-ABCB6 porphyrin accumulation, flow cytometry, 1 h; stronger effect = lower value;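 active = fluorescence ratio to DMSO below 75%, the collection mean minus 3 SD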;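 note: signal is porphyrin accumulated inside mitochondria; 100% equals median channel fluorescence of DMSO control wells; lower ratio means ABCB6 inhibition with less porphyrin fluorescence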
# MC4R barr agon = activates human MC4R beta-arrestin recruitment; AID 540308; P32245; U2OS MC4R beta-arrestin complementation, luminescence; percent of melanotan II response, DMSO zero; hit rate 0.98% among 360,000; activation, % at 8.9 µM;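 active = activation above a per-plate cutoff, the mean activation of sample wells on that plate plus 3 SD, cut at about 8% in these data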
# m5-HT2A agonist = mouse HTR2A agonism via beta-arrestin recruitment; hit rate 0.66% among 360,000; CHO-K1 mHTR2A beta-arrestin complementation, luminescence; percent of 30 µM serotonin response; AID 624169; activation, % at 7.6 µM;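 active = activation above a run cutoff, the mean activation of all tested compounds plus 3 SD, cut at about 14% in these data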;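 note: 0% = plate median of compound wells and 100% = 30 µM serotonin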
# Target sequence (P35363 whole entry, looked up): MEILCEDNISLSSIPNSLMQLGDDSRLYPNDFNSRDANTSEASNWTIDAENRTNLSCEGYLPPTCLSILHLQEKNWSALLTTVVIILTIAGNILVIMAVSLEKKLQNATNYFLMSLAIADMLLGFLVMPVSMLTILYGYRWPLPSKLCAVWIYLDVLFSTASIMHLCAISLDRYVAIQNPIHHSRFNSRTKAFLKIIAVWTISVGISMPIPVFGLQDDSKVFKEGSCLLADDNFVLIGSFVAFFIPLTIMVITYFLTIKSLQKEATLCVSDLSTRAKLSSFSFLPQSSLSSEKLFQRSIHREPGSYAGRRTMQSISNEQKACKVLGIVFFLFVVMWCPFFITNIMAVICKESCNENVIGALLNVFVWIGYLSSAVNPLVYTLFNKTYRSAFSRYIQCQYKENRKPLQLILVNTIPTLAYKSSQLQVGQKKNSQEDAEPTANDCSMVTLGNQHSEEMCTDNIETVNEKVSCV
# SRC2 inh = human SRC2 (NCOA2) inhibition; HEK293 GAL4-SRC2 luciferase reporter, luminescence; inhibition, % at 9 µM; hit rate 0.17% among 370,000;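 active = inhibition above the mean inhibition of all tested compounds plus 3 SD, set per campaign, cut at about 52% in these data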;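 note: 0% = DMSO treated cells and 100% = cells given Gossypol at 36 µM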
# NOD2-RIPK2 inh = NOD2-RIPK2 protein interaction inhibition; AID 624267; O43353; inhibition, % at 4.98 µM; hit rate 0.38% among 360,000; CHO BLA complementation NOD2-RIPK2, CCF4 ratio; in the data active = inhibition above about 21%;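 note: 0% = vehicle only and 100% = reference blocker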
# Target sequence (O43353 whole entry, looked up): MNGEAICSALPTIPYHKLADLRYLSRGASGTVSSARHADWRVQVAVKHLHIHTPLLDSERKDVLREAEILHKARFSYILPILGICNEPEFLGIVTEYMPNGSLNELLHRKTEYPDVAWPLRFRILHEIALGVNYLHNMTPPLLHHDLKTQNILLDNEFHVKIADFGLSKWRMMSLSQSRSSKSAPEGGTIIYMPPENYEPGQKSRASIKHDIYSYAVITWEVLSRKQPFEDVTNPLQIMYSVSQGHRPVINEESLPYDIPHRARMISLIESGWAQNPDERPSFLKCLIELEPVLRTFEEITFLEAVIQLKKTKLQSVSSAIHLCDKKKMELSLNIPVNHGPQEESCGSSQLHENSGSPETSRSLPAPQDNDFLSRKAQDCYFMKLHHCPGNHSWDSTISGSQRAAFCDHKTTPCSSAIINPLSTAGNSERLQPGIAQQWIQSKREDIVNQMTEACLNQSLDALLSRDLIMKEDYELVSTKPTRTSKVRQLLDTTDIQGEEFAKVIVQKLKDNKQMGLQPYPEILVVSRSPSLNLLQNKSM
# MC4R antag cAMP = blocks human MC4R cAMP signaling. hit rate 0.48% among 360,000. inhibition, % at 6.5 µM. MC4R-expressing cells, MTII-stimulated cAMP, LANCE TR-FRET. P32245. AID 540295;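 active = inhibition above its plate's cutoff, the mean of tested wells on that plate plus 3 SD, cut at about 29% in these data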;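 note: 0% = Melanotan II alone and 100% = Melanotan II plus saturating MCL0020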
#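 System: U2OS-MC4R stable cell line; Technique: Eu-cAMP/anti-cAMP TR-FRET, emission 671 nm; Repeats: single well per compound; Also added: Melanotan II; Dosing: one concentration, 6.5 µM nominal; Schedule: 30-min compound, 1-h challenge, 1-h detection, room temperature.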
# Active calls of the source: *; nt = not tested or not shown. This is a subset; count on the stated rates, not on these rows.
SMILES,N-glyco inh,TLR9-MyD88 inh,H9c2 protect,ABHD5-PLIN5 inh,ABCB6 inh MLPCN,MC4R barr agon,m5-HT2A agonist,SRC2 inh,NOD2-RIPK2 inh,MC4R antag cAMP
COc1cc(NC(=O)CCCNC(=O)c2ccc(Cl)cc2)cc(OC)c1OC,0,5,-2,10,97,-1.5,11,5,1,2
COc1ccc(S(=O)(=O)N2CCCCC2)cc1NC(=O)CCNC(=O)c1ccc(Cl)cc1,-1,3,-3,7,98,1.2,0,-4,-22,8
NS(=O)(=O)c1ccc(CNC(=O)c2ccc(C(=O)c3ccccc3)cc2)cc1,-4,0,-9,3,91,-1.9,-5,-40,-1,0
COc1cc(NC(=O)c2ccccc2)c(OC)cc1NC(=O)CN1C(=O)NC2(CCCCC2)C1=O,1,-9,0,7,105,3.6,3,16,-3,10
Cc1cc(Nc2ccc(Cl)cc2)n(-c2cccc(Cl)c2)n1,-6,-3,-10,3,94,5.5,4,-6,-3,-3
Cc1ccc(-c2csc3ncn(CC(=O)N4CCOCC4)c(=O)c23)cc1C,2,4,4,-3,102,-1.3,-2,14,-2,3
N#Cc1nc(COc2ccc(Cl)cc2)oc1NCc1ccc2c(c1)OCO2,-2,-8,-14,-11,94,2.7,-11,24,0,-1
CCN(CC)CCNC(=O)CNC(=S)N(CCCN1CCOCC1)Cc1cccs1,-1,10,-2,-10,101,1.8,1,-34,-1,7
CC(=O)Nc1ccc(S(=O)(=O)N(c2cccnc2)S(=O)(=O)c2ccc(NC(C)=O)cc2)cc1,0,-12,37,11,97,-1.1,-3,-5,2,5
Cc1nc2ccc(C(=O)Nc3ccc(N(C)C)cc3)cc2s1,-3,4,-1,3,92,-0.7,-1,30,5,-5
COc1cc(SC)ccc1C(=O)OCC(=O)NC1CCCCC1,4,5,-4,1,99,-0.9,-1,4,-5,11
Cc1cc(=O)[nH]c(SCC(=O)C23CC4CC(CC(C4)C2)C3)c1C#N,-4,0,-12,-9,95,-2.1,4,-21,-1,-4
COc1ccc(Cc2c(-c3ccc(Cl)cc3)nc3cc(C)c(Br)c(C)n23)c(C)c1,nt,nt,nt,-15,125,nt,-3,-8,-7,nt
Cc1ccc2c(c1)cc1c(=O)[nH]ncn12,2,7,-6,-2,105,-1.3,-5,-40,-4,-3
Cc1cccc(Oc2ccc(C(=O)NC3CCSC3=O)cn2)c1C (configuration not stated),-3,-5,-4,-1,99,-1.0,-4,1,-5,10
CC(C)Cc1ccc(S(=O)(=O)Nc2ccccn2)cc1,0,0,-9,0,100,2.8,-2,7,-14,13
O=C(O)CSCCCC(=O)Nc1ccc(Br)cc1,-1,-5,2,-1,96,-1.3,11,-6,-7,13
CN(C)C(=O)/C(C#N)=C\c1cc(Br)c(Sc2ccc(Cl)cc2)o1,20,-5,-7,7,97,14*,2,nt,-4,5
CSCCC(NS(=O)(=O)c1ccc2ccccc2c1)C(=O)OCC(=O)c1ccc(C(C)C)cc1 (configuration not stated),-5,-8,-13,-7,96,1.5,-3,-2,3,8
O=C(Oc1ccc(N2C(=O)CCC2=O)cc1)c1ccco1,1,-11,4,-3,94,-2.4,-1,8,-17,-9
O=C(Cn1cnc2ccccc21)c1ccc(Br)cc1,-1,-10,-2,2,88,-2.3,8,-18,-5,-4
Cn1nnnc1SCC(=O)NNC(=O)c1ccc(F)cc1,2,3,4,2,103,-1.6,-5,0,6,-9
COc1ccccc1CNS(=O)(=O)CCNC1CCCCC1,2,-10,7,1,97,-0.2,-8,0,0,-6
CCOC(=O)c1c(C)c(C(=O)NCc2cccs2)c(C)n1C,1,-9,9,-5,90,0.9,3,7,-4,-4
O=S(=O)(c1ccc(S(=O)(=O)N2CCCN(Cc3ccccc3)C2)cc1)N1CCCCCC1,-6,-3,-1,0,101,5.7,-6,4,0,9
CS(=O)(=O)c1ccc(Cl)c(NC(=O)CSc2n[nH]c(-c3cccs3)n2)c1,-1,-2,-2,-2,94,-1.6,-8,-4,1,5
COc1ccc(Nc2nc(N3CCCC3)nc3ccccc23)c(OC)c1,99*,-6,-20,-1,101,-2.3,-5,-60,3,2
Nc1nc(-c2ccc(Cl)cc2)c(S(=O)(=O)c2ccccc2)s1,0,0,-6,8,102,5.0,1,1,-1,4
Cc1ccc(NC(=O)C2CCCO2)cc1[N+](=O)[O-] (configuration not stated),-2,-6,1,3,96,-2.1,1,4,-9,-17
COc1ccc(NC(=O)C(C/C=C(/C)Cl)C(C)=O)cc1 (configuration not stated),-1,-2,0,0,85,-0.4,-2,-1,-8,-1
Cc1cccc(OCCn2nnc3ccccc32)c1C,1,-1,-9,-2,95,1.5,3,-36,3,-4
CCNC(=O)C1(C)CCN1C(=O)CCc1cccc(Cl)c1 (configuration not stated),1,nt,0,-1,93,0.1,3,29,-4,10
CC1CCN(c2nc3ccc(C(=O)O)cc3s2)CC1,-13,-7,-3,5,110,-0.9,-1,31,-9,-3
CC1(C(=O)NCc2cccs2)CCN1C(=O)Cc1cccc2ccccc12 (configuration not stated),-2,nt,2,9,220,-1.0,10,14,-13,-2
C(=C\c1ccccn1)/c1ccccn1,2,-3,3,-4,108,-0.5,1,-55,9,5
C[C@H](CO)N1C[C@H](C)[C@@H](CN(C)C(=O)CN2CCOCC2)Oc2cc(Br)ccc2S1(=O)=O,1,-8,11,-1,107,-0.9,-4,5,-8,-1
CCOc1ccc(N(CC(=O)Nc2ccc3c(c2)OCCO3)S(=O)(=O)c2c(C)noc2C)cc1,-1,7,-2,6,103,0.2,6,-12,-9,1
O=S(=O)(Nc1cccc(Br)c1)c1cccc2nsnc12,1,-5,8,3,106,-2.8,-3,-1,7,0
O=S1(=O)CCN=C2SC3=C(CCCC3)N21,4,5,2,3,101,-0.6,-1,3,-6,3
CC1CC(C)CN(CCCNC(=O)c2ccc(CNS(=O)(=O)c3ccc(F)cc3)cc2)C1 (configuration not stated),-5,-7,5,-3,98,-3.6,-8,10,-12,13

# Compound profiles, from the list above. Order of values: N-glyco inh, TLR9-MyD88 inh, H9c2 protect, ABHD5-PLIN5 inh, ABCB6 inh MLPCN, MC4R barr agon, m5-HT2A agonist, SRC2 inh, NOD2-RIPK2 inh, MC4R antag cAMP
# COc1ccc(Nc2nc(N3CCCC3)nc3ccccc23)c(OC)c1 in the list: 99*, -6, -20, -1, 101, -2.3, -5, -60, 3, 2
# C(=C\c1ccccn1)/c1ccccn1 in the list: 2, -3, 3, -4, 108, -0.5, 1, -55, 9, 5
# Cc1cccc(OCCn2nnc3ccccc32)c1C in the list: 1, -1, -9, -2, 95, 1.5, 3, -36, 3, -4

# (next part)
SMILES,N-glyco inh,TLR9-MyD88 inh,H9c2 protect,ABHD5-PLIN5 inh,ABCB6 inh MLPCN,MC4R barr agon,m5-HT2A agonist,SRC2 inh,NOD2-RIPK2 inh,MC4R antag cAMP
Brc1cccc(OCCN2CCOCC2)c1,0,0,-7,-2,98,-0.4,-3,-30,1,0
O=C(CN(Cc1ccco1)C(=O)CNS(=O)(=O)c1ccc(Cl)cc1)NCc1ccc(F)cc1,1,1,-3,0,87,-1.8,-4,7,5,5
O=C(Nc1cccs1)NC1CCCC1,-3,10,11,3,120,0.5,-2,-12,4,10
Cc1ccc(-c2nc(NCc3ccco3)n(S(C)(=O)=O)n2)cc1,2,1,3,0,105,-3.1,-7,2,-10,0
C[C@@H](NC(=O)[C@@H]1Cc2ccccc2CN1)C(=O)NCc1ccco1,1,-2,5,2,94,-0.5,-3,-51,-6,1
CC1(C)CC(=O)C/C(=N\NC(=O)C2CC2c2ccccc2)C1 (configuration not stated),0,-6,-3,-2,101,-2.4,-11,10,1,5
CCN1CCN(c2cc(C)c3cc(NC(=S)N4CCC5(CC4)OCCO5)ccc3n2)CC1,-5,-9,4,4,96,-2.2,-5,-1,-12,10
Cc1ccc(Cn2nnc3c(=O)[nH]c(C4CCN(S(=O)(=O)Cc5ccccc5)CC4)nc32)cc1,-1,-7,3,-2,104,1.3,1,-60,4,7
CCOC(=O)/C=C/C(=O)OCC(=O)Nc1ccc(OC)c(Cl)c1,-1,-9,10,5,98,0.3,5,9,5,16
CCOC(=O)N1CCN(C(=O)C[C@@H]2C[C@@]3(C(=O)OC)CC(C)(C)CC=C3N(Cc3ccco3)C2=O)CC1,nt,nt,nt,-3,nt,nt,-2,-8,-10,nt
CN(Cc1cn(Cc2cccc(Cl)c2)nn1)C1CN(Cc2cn(Cc3cccc(Cl)c3)nn2)S(=O)(=O)C1 (configuration not stated),nt,nt,nt,-4,97,nt,-2,-32,-5,nt
CCCCn1c2ccc(F)cc2c2nnc(SCCN3CCOCC3)nc21,-6,1,10,0,104,-2.5,1,-14,1,-11
Cc1cccc(CN2CCN(C(=S)Nc3ccccc3)CC2)c1,1,-5,2,-4,99,-1.5,-7,-11,6,4
CC1=Nc2ccccc2/C1=C/c1c(N)n2c(S(=O)(=O)CC(C)C)nsc2nc1=O,1,0,-1,5,104,-1.8,3,-28,-15,1
N/C(=N\OC(=O)c1cccs1)C1(c2ccc(Cl)cc2Cl)CC1,0,0,1,-1,101,0.0,-4,9,7,2
Cc1cnccc1CNC(=O)CC1C(=O)NCCN1CC(C)(C)C (configuration not stated),3,8,5,-3,100,0.7,3,-4,0,6
COc1ccc(N2C(=O)C3CCCN3C2c2cccc(F)c2)cc1Cl (configuration not stated),1,8,6,-1,97,0.4,4,11,4,4
O=S(=O)(Nc1nc2ccccc2nc1NCC1CCCO1)c1ccccc1 (configuration not stated),2,6,5,4,94,0.5,1,3,-16,10
COc1ccc(NC(=O)CSc2nncn2C)c([N+](=O)[O-])c1,1,-6,0,0,100,-2.9,-2,4,1,12
NC(=O)NC(=O)CSc1nnc(-c2ccc(Cl)cc2)n1CC1CCCO1 (configuration not stated),-2,-3,8,7,96,1.0,9,11,-4,-14
CCn1ccnc1CN1CCCC(C(=O)c2ccc3cc(OC)ccc3c2)C1 (configuration not stated),-8,6,-2,2,99,-1.6,12,19,-7,-3
Nc1nnc(CSCc2ccccc2)s1,2,-9,7,0,99,-2.4,-3,-12,-3,4
O=C(NCCCNc1ccc([N+](=O)[O-])cc1)C(F)(F)F,1,2,4,0,96,-2.6,-2,-6,-4,2
O=C(NCCN1CCOCC1)c1cc(-c2ccco2)on1,12,11,-1,6,100,0.1,6,0,-8,-4
CCN(CC)CCCOc1ccc(C)cc1Br,5,2,6,-5,96,-2.0,-4,-36,-10,3
O=C(CNC(=O)c1ccncc1)Nc1ccc(F)c(F)c1,0,0,5,8,100,3.3,3,-3,14,3
CN(Cc1cccc(F)c1)C(=O)C1CC(=O)N(c2ccc3c(c2)OCCO3)C1 (configuration not stated),0,11,2,2,102,-1.9,4,-21,-3,-3
Cc1ccc(C(=O)N/C(=C\c2ccc(-c3ccccc3[N+](=O)[O-])o2)C(=O)NCCN(C)C)cc1,12,0,-22,-8,99,-1.1,0,-14,-12,-11
COC(=O)c1[nH]cnc1C(=O)c1ccccc1,3,-1,2,-5,104,2.0,5,-4,-2,9
